RAD52 inh: RAD52 DNA annealing inhibitors, primary screen, biochemical, FRET, single point, set 2. inhibition, % at 18.7 µM. DNA repair protein RAD52 homolog (Homo sapiens), P43351. recombinant RAD52 DNA annealing, FRET fluorescence. AID 651710, 2012. actives 0.46% (n = 360,000);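 active means every replicate showing at least 50% inhibition; inconclusive means mean inhibition at least 50% but not in every replicate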
ERAP1 inh: human ERAP1 aminopeptidase inhibitors, primary screen, biochemical, single point, plate reader; Endoplasmic reticulum aminopeptidase 1 (Homo sapiens), Q9NZ08; recombinant ERAP1, Leu-AMC fluorescence, 60 min; inhibition, % at 10.7 µM; actives 0.15% (n = 340,000);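 active means mean replicate inhibition of at least 30%, or all replicates individually reaching that 30% level; inactive means mean below 30% and not every replicate reaching it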;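 further: 0% = neutral control wells and 100% = L-leucinethiol positive control wells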
E-selectin induc: E-selectin induction in HUVECs, primary screen, imaging, HUVEC, immunofluorescence imaging, single point. normalized: neutral wells 0, TNF-alpha wells 100. activation, % at 7.58 µM. actives 0.37% (n = 260,000);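 active means mean E-selectin-positive cell signal at least 10% of the positive control, reached in at least 60% of replicates, without over 20% cell loss; inconclusive means no rule given, readout overlaps actives, possibly toxicity-flagged; inactive means the rest, including those meeting only one limit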;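 further: in these data hits start at about 27%; measured in HUVEC primary endothelial cells; signal is the percent of cells scored E-selectin positive by PE staining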
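Read-out: % PE-positive cells | Test system: HUVEC | Doses: One compound dose added by pin transfer | Buffer or medium: EGM-2 over gelatin coat | Signal: Immunofluorescence imaging | Benchmarks: TNF-alpha, DMSO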
ERp5 inh: inhibitors of ERp5-driven insulin aggregation, primary screen, biochemical, turbidity, absorbance 650 nm, single point | Protein disulfide-isomerase A6 (Homo sapiens), Q15084 | 90 min | inhibition, % at 9.99 µM | actives 0.05% (n = 350,000) | AID 651711, 2012;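 active means mean replicate inhibition above about 25%, with every replicate also reaching it, limit read from the data, passing the limit was not always enough; inconclusive means only one of those two criteria met; inactive means neither criterion met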
esBAF inh: Bmi1 luciferase reporter increase in mESCs, primary screen, esBAF inhibitor project, mouse ES cells, Bmi1 luciferase knock-in, single point. 24 h; 100% = twice the neutral-well signal. reporter increase, % at 12.5 µM. actives 2% (n = 350,000); in the data active means activation above about 40%; inconclusive means no clear call, values can overlap the other calls;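 further: 0% = median of the plate's neutral control wells and 100% = double that signal; a rise in the Bmi1 reporter signal indicates esBAF inhibition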
S100A4 inh HTS: inhibitors of S100A4-myosin IIA peptide binding, primary screen, biochemical, fluorescence polarization, TAMRA-MyoIIA peptide; Protein S100-A4 (Homo sapiens), P26447; actives 0.14% (n = 360,000); inhibition, % at 10.7 µM;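 active means mean inhibition of at least 70% across replicates, with every replicate also reaching that level; inconclusive means mean inhibition reaches 70% but some replicates fall short; inactive means mean inhibition below 70%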
Target sequence (P26447 whole entry, looked up): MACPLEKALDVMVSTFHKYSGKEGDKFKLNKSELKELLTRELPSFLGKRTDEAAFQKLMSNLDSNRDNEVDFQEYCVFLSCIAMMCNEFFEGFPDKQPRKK
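Assay system: human S100A4 monomer with TAMRA-labelled myosin IIA peptide / Buffer or medium: Calcium-containing HEPES buffer, pH 7.2 / Reagent: TAMRA-labelled myosin IIA heavy-chain peptide probe, 5 nM / Compound: one dose per compound / Timing: polarization read 5 min after assay mix addition, stable 5–60 min / Benchmarks: neutral control DMSO, positive control TFP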
Xi reactivation: activators of inactive X chromosome reactivation, primary screen, imaging, XiGFP fibroblasts, GFP high-content imaging, set 2. XiGFP mouse fibroblasts, % GFP-positive cells imaging, 3 d; cells co-treated with 5-aza-dC sensitizer; scaled so ellipticine positive control = 100%. activation, % at 7.58 µM. actives 0.055% (n = 360,000). AID 743238, 2013;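 active means mean normalized replicate activation at least 10% and every replicate at or above 10%; inconclusive means only one of the two criteria met; inactive means mean below 10% and not all replicates reach 10%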;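 further: 0% = median of on-plate neutral control wells and 100% = ellipticine 6 µM median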
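Material: SV40-immortalized XiGFP fibroblast cells, line 68-5-11 | Buffer or medium: DMEM containing 5-aza-dC | Dosing: One concentration, pinned | Times: 3 d treatment, 15 min room-temperature fixation | Controls: Ellipticine 6 µM positive control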
RAD54 inh: inhibitors of human RAD54 branch migration, primary screen, biochemical, fluorescence, single point; DNA repair and recombination protein RAD54-like (Homo sapiens), Q92698; RAD54 Holliday junction branch migration, FAM/BHQ fluorescence; inhibition, % at 10.4 µM; actives 0.14% (n = 360,000); AID 602329, 2012;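 active means mean normalized replicate activity at least 40 and at least half of replicates scoring 40 or more; inconclusive means only one of the two criteria met; inactive means mean below 40 and under half of replicates reaching 40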;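 further: 0% = median of neutral control wells and 100% = median of positive control wells; inhibitors cause a drop in the FAM fluorescence signal; in these data hits start at about 50%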
Target sequence (Q92698 whole entry, looked up): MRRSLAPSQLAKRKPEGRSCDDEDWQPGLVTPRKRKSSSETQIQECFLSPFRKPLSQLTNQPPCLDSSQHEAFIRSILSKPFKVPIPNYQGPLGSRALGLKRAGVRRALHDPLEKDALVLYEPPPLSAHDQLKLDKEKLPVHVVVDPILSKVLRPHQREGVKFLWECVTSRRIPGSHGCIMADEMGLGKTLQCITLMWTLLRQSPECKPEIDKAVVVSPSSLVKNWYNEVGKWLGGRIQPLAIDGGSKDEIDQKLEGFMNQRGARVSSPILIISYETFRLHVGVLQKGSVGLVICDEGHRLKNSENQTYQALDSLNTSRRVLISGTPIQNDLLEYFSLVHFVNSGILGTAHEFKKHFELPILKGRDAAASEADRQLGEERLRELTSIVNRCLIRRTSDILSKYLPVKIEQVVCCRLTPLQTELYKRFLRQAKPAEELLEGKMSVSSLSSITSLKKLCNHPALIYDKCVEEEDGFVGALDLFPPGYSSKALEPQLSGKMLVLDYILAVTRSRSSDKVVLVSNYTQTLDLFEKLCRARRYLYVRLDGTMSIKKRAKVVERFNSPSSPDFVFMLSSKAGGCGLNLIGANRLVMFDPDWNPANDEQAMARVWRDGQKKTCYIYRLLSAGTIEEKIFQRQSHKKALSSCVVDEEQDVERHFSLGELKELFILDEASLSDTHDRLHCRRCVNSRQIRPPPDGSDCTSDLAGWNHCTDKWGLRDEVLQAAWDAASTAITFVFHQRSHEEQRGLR
Numbers without * were called inactive; & = joins results of further samples.

For O=C(NCc1ccc2c(c1)OCO2)C(C(=O)c1ccccc1)n1cc(Cl)ccc1=O (stereo unspecified) the results were RAD52 inh -10, ERAP1 inh -2, ERp5 inh 2, S100A4 inh HTS 0 and Xi reactivation 0.0.
For C[C@@H]1CCCCO[C@@H](CN(C)S(C)(=O)=O)[C@H](C)CN([C@@H](C)CO)C(=O)c2cc(NC(=O)Nc3ccc(C(F)(F)F)cc3)ccc2O1 the results were RAD52 inh -26, ERAP1 inh -3, E-selectin induc -0.2, ERp5 inh 7, esBAF inh 3, S100A4 inh HTS 1, Xi reactivation -1.1 and RAD54 inh -4.
`C[C@@H]1CCCCO[C@@H](CN(C)C(=O)CCCN(C)C)[C@@H](C)CN([C@H](C)CO)C(=O)c2cc(NC(=O)CCCN(C)C)ccc2O1` gave RAD52 inh -20, ERAP1 inh 1, ERp5 inh 19, S100A4 inh HTS 2 and Xi reactivation 0.1.
`CC1=C(C(=O)Nc2ccccc2C(F)(F)F)C(c2sccc2C)NC(=S)N1` (stereo unspecified) gave RAD52 inh -21, ERAP1 inh 6, ERp5 inh -1, S100A4 inh HTS -3 and Xi reactivation -0.1.
`COc1ccc(CNS(=O)(=O)c2ccc(C)cc2)cc1` gave RAD52 inh -15, ERAP1 inh -6, E-selectin induc -0.1, ERp5 inh 10, esBAF inh -1, S100A4 inh HTS 11, Xi reactivation 0.0 and RAD54 inh 3.
Cc1ccc(S(=O)(=O)Nc2cc(=O)[nH]c(SCC(=O)Nc3ccccc3Cl)n2)cc1 was read as RAD52 inh -11, ERAP1 inh -1, ERp5 inh -1, S100A4 inh HTS -5 and Xi reactivation 0.0.
COc1ccc(-n2cc(CNC3CCC(O)CC3)c(-c3cccc(F)c3)n2)cc1 (stereo unspecified) was read as RAD52 inh 2, ERAP1 inh 1, ERp5 inh 3, esBAF inh -5, S100A4 inh HTS -7, Xi reactivation 0.1 and RAD54 inh 3.
COc1cc(NCc2ccccc2O)c2ncccc2c1 was read as RAD52 inh -11, ERAP1 inh 3, E-selectin induc -0.1, ERp5 inh 2, esBAF inh 2, S100A4 inh HTS -2, Xi reactivation 0.0 and RAD54 inh -7.
Screening O=C(CN(CC1CCCO1)C(=O)CNS(=O)(=O)c1ccc(F)cc1)NC1CCCC1 (stereo unspecified) returned RAD52 inh 3, ERAP1 inh -2, E-selectin induc -0.2, ERp5 inh 2, esBAF inh 0, S100A4 inh HTS 1, Xi reactivation 0.1 and RAD54 inh -11.
CC(C)(C)OC(=O)NCCNC(=O)c1cccs1 was read as RAD52 inh -10, ERAP1 inh 1, E-selectin induc 0.3, ERp5 inh 23, esBAF inh 0, S100A4 inh HTS -4, Xi reactivation 0.1 and RAD54 inh 1.
`CCC(=O)N1CC(=O)N2[C@H](C1)[C@H](c1ccc(-c3ccc(C(=O)N(C)C)cc3)cc1)[C@@H]2CO` gave RAD52 inh 10, ERAP1 inh -1, E-selectin induc 0.1, ERp5 inh 4, S100A4 inh HTS 0 and Xi reactivation 0.1.
COc1cccc(N2CCN(C(=S)Nc3ccc(F)cc3)CC2)c1 was read as RAD52 inh 7, ERAP1 inh 0, E-selectin induc -2.4, ERp5 inh 4, esBAF inh -5, S100A4 inh HTS 1, Xi reactivation 0.2 and RAD54 inh -5.
`Cc1ccccc1-n1ncc2c1CC(C)(C)CC2NC(=O)CCC(F)(F)F` (stereo unspecified) gave RAD52 inh -4, ERAP1 inh -2, E-selectin induc -0.1, ERp5 inh 2, esBAF inh 2, S100A4 inh HTS -1, Xi reactivation 0.0 and RAD54 inh -2.
O=C(N/N=C/c1ccco1)c1ccn[nH]1 was read as RAD52 inh -9, ERAP1 inh 4, ERp5 inh 8, S100A4 inh HTS -6 and Xi reactivation 0.0.
Cc1ccc(SCc2c(C(=O)N/N=C/c3ccco3)nnn2-c2nonc2N)cc1 was read as RAD52 inh -4, ERAP1 inh 5, E-selectin induc -0.1, ERp5 inh 0, esBAF inh -8, S100A4 inh HTS -2, Xi reactivation 0.0 and RAD54 inh 9.
For COc1ccc(OC)c(NC(=O)CSc2nncc(=O)n2N)c1 the results were RAD52 inh -5, ERAP1 inh -8, E-selectin induc 0.1, ERp5 inh -7, esBAF inh -6, S100A4 inh HTS 1, Xi reactivation -0.1 and RAD54 inh 2.
`CNc1snc(C)c1C(=O)OC(C)C(=O)c1ccc(F)cc1` (stereo unspecified) gave RAD52 inh -23, ERAP1 inh -6, ERp5 inh 3, esBAF inh -1, S100A4 inh HTS -1, Xi reactivation -0.1 and RAD54 inh 7.
Screening CCNc1nc(SCCOc2ccccc2)nc(N(C)C)n1 returned RAD52 inh -6, ERAP1 inh -3, ERp5 inh -1, esBAF inh -3, S100A4 inh HTS -20 and RAD54 inh 7.
`COc1ccc(CCN=C(N)NS(=O)(=O)c2ccc(C)c(C)c2)cc1OC` gave RAD52 inh -9, ERAP1 inh -1, E-selectin induc -0.1, ERp5 inh -1, esBAF inh -10, S100A4 inh HTS 4, Xi reactivation 0.1 and RAD54 inh -1.
Screening O=C1CN(Cc2ccccc2)C[C@H]2[C@H](c3ccc(Br)cc3)[C@@H](CO)N12 returned RAD52 inh 5, ERAP1 inh 0, E-selectin induc 0.0, ERp5 inh 0, S100A4 inh HTS -3 and Xi reactivation 0.0.
For CCCn1c(=O)c2[nH]c(-c3ccc(S(=O)(=O)O)cc3)nc2n(CCC)c1=O the results were RAD52 inh -13, ERAP1 inh 0, E-selectin induc 0.2, ERp5 inh 0, esBAF inh -1, S100A4 inh HTS -4, Xi reactivation -0.1 and RAD54 inh -3.
For CC(C)(C)OC(=O)N[C@@H](CC(=O)OCc1ccccc1)C(=O)O the results were RAD52 inh -7, ERAP1 inh -4, ERp5 inh -3, S100A4 inh HTS 5 and Xi reactivation 0.0.
CSc1ccc(CN2CCC2(C)C(=O)NC2CCc3ccccc32)cc1 (stereo unspecified) was read as RAD52 inh -17, ERAP1 inh -2, E-selectin induc 0.4, ERp5 inh 5, esBAF inh 17, S100A4 inh HTS 7, Xi reactivation 0.0 and RAD54 inh -6.
For O=C(Nc1ccc(Oc2cccnc2)nc1)c1ccc(C(F)(F)F)cc1 the results were RAD52 inh -5, E-selectin induc 0.2, ERp5 inh 1, S100A4 inh HTS 0 and Xi reactivation 0.0.
`COCCNCc1ccccc1` gave RAD52 inh -6, ERAP1 inh 0, ERp5 inh 4, esBAF inh 0, S100A4 inh HTS -3 and RAD54 inh -5.
For CC1CCCN(CCC(=O)Nc2ccc(F)c(F)c2)C1 (stereo unspecified) the results were RAD52 inh -4, ERAP1 inh 1, ERp5 inh 7, esBAF inh -15, S100A4 inh HTS 3, Xi reactivation -0.1 and RAD54 inh 7.
`CCOCCC(=O)Nc1ccc2c(c1)c(=O)n(C)n2C/C=C/c1ccccc1` gave RAD52 inh -13, ERAP1 inh 6, E-selectin induc 0.3, ERp5 inh -2, esBAF inh -10, S100A4 inh HTS 0, Xi reactivation 0.1 and RAD54 inh 3.
CCCNC(=O)NC(=O)COC(=O)/C=C/c1cc(Br)ccc1F was read as RAD52 inh -8, ERAP1 inh 2, E-selectin induc -0.2, ERp5 inh 2, S100A4 inh HTS -15 and Xi reactivation -0.1.
Screening COc1ccc(S(=O)(=O)NCc2ccc3c(c2)cc(C)n3C)cc1 returned RAD52 inh 5, ERAP1 inh 7, E-selectin induc inconclusive, ERp5 inh 4, esBAF inh -41, S100A4 inh HTS 39, Xi reactivation 0.0 and RAD54 inh -2.
Screening O=C(NCCN1CCC(n2c(=O)[nH]c3ccccc32)CC1)c1ccc(OC(F)(F)F)cc1 returned RAD52 inh 8, ERAP1 inh -6, E-selectin induc 0.1, ERp5 inh 0, S100A4 inh HTS 13 and Xi reactivation -0.1.
`COc1ccc(S(=O)(=O)Nc2ccc3c(c2)C(=O)N([C@@H](C)CO)C[C@H](C)[C@@H](CN(C)S(=O)(=O)c2cccs2)O3)cc1` gave RAD52 inh 3, ERAP1 inh 1, E-selectin induc 0.0, ERp5 inh -4, esBAF inh 8, S100A4 inh HTS -2, Xi reactivation -1.1 and RAD54 inh -5.
Cn1c(NCc2ccccc2Cl)nc2ccccc21 was read as RAD52 inh -3, ERp5 inh 3, esBAF inh inconclusive, S100A4 inh HTS 2, Xi reactivation 0.0 and RAD54 inh -3.
`CC(C)=CCC[C@H](C)C[C@@H]1Cc2[nH][nH]c(=O)c2[C@@H](c2ccc(F)cc2)O1` gave RAD52 inh -1, ERAP1 inh 0, E-selectin induc -0.1, ERp5 inh -8, S100A4 inh HTS -1 and Xi reactivation 0.2.
Screening CCC1(C)NC(=O)N(CC(=O)N2CCN(c3cccc(Cl)c3)CC2)C1=O (stereo unspecified) returned RAD52 inh 0, ERAP1 inh -1, ERp5 inh -5, esBAF inh -2, S100A4 inh HTS 1, Xi reactivation 0.0 and RAD54 inh -3.
For COc1ccc(C(=O)Nc2ccc(Cl)cn2)cc1S(=O)(=O)N1CCCC1 the results were RAD52 inh -2, ERAP1 inh -1, E-selectin induc 0.2, ERp5 inh -5, esBAF inh 14, S100A4 inh HTS -1, Xi reactivation -0.1 and RAD54 inh -7.
Screening Cc1ccc(NC(=O)c2oc3ccc(Br)cc3c2C)cc1S(=O)(=O)N1CCOCC1 returned RAD52 inh 10, ERAP1 inh -4, E-selectin induc -0.4, ERp5 inh -4, esBAF inh 2, S100A4 inh HTS 1, Xi reactivation 0.3 and RAD54 inh 2.
`CC(C)NC(=O)N1[C@H](C#N)[C@H](c2ccc(-c3ccc(F)cc3)cc2)[C@@H]1CO` gave RAD52 inh -5, ERAP1 inh 0, E-selectin induc 0.0, ERp5 inh 2, esBAF inh 14, S100A4 inh HTS -20, Xi reactivation -0.1 and RAD54 inh -12.
`Cc1cc(NC(=O)c2cccnc2)ccc1Br` gave RAD52 inh 2, ERAP1 inh 0, E-selectin induc 0.2, ERp5 inh 5, esBAF inh inconclusive, S100A4 inh HTS -7, Xi reactivation 0.3 and RAD54 inh -8.
COc1ccc(NC(=O)N(C)C[C@@H]2OCc3ccccc3-c3c(n(C)c4ccccc34)C(=O)N([C@H](C)CO)C[C@H]2C)c(OC)c1 was read as RAD52 inh 1, ERAP1 inh -3, ERp5 inh 4, esBAF inh 1, S100A4 inh HTS 4, Xi reactivation -0.1&-0.6 and RAD54 inh 0.
